TWEAK Fn14 block – blocks TWEAK-Fn14 interaction in a reporter cell assay | TWEAK-stimulated Fn14 reporter cells, luciferase luminescence, 8 h | inhibition, % at 10 µM | actives 2% (n = 360,000) | AID 1159606; in the data active = inhibition above about 50%
Shn3 3UTR inh – inhibitors of Schnurri-3 3'UTR reporter in osteoblasts; Clone20 osteoblast Shn3 3'UTR firefly luciferase, 24 h; inhibition, % at 12.5 µM; actives 0.52% (n = 360,000); AID 588674;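 active = mean inhibition of at least 75% with every replicate also reaching 75%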;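 also: 0% = median of neutral control wells and 100% = pilot-screen positive control compound; some compounds past the cut are filed as inactive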
aDG glyco act – increases alpha dystroglycan glycosylation; Pro5-aDG cells, alpha-DG glycosylation AlphaScreen (IIH6); 0% Pro5, 100% B10-LARGE cell signal; activation, % at 10 µM; actives 0.22% (n = 360,000); AID 624168;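 active = activation of at least 8% versus controls, or a plate z-score of at least 8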;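 also: Pro5 are CHO cells carrying HIG-tagged alpha-DG that lacks glycosylation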
CF NFkB inh – blocks PAF-induced NF-kB reporter in cystic fibrosis cells. actives 0.86% (n = 360,000). KKLEB NF-kB-GFP reporter, GFP fluorescence overnight. inhibition, % at 5 µM;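 active = at least 50% inhibition at 5 µM, scaled per plate between neutral and stimulator controls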;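 also: PAF is a Pseudomonas aeruginosa culture filtrate used as stimulus; plate controls were PAF-stimulated DMSO wells for no effect and unstimulated DMSO wells for full effect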
MITF TRPM1 inh – reduces MITF-dependent TRPM1 promoter luciferase signal; SK-MEL-5 TRPM1 promoter luciferase, 24 h; inhibition, % at 12.5 µM; actives 0.83% (n = 330,000);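 active = mean inhibition across replicates of 60% or more, whatever share of single replicates reaches that level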; also: values of inactives mirror those of a sister screen read the other way
NR2E3 ag-1 – NR2E3 (human) agonism; Q9Y5X4; GST-NR2E3/biotin-RetCOR TR-FRET, 1536-well; inhibition of corepressor binding, % at 4.78 µM; actives 0.12% (n = 320,000); AID 2300;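 active = percent inhibition above the cutoff of mean plus 3 SD of all tested compounds, set per screening campaign, cut at about 20% in these data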;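 also: 0% = DMSO wells and 100% = biotin wells as full block of FRET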
Target sequence (Q9Y5X4 whole entry, looked up): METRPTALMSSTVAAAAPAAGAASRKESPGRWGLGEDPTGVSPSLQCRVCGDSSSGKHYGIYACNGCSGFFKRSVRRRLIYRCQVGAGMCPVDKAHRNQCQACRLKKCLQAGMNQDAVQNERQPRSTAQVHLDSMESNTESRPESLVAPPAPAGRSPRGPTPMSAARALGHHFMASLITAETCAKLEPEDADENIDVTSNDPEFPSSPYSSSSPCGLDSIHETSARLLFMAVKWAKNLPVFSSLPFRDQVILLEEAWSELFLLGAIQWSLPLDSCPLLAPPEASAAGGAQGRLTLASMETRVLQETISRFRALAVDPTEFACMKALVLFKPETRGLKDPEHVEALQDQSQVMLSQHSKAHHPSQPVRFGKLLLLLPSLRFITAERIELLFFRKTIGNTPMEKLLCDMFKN
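Material: NR2E3–RetCOR corepressor complex / Incubation: Compound–protein incubation for 5 h at 4 °C / Dosing: compound at 4.8 µM, single dose / Detection: time-resolved FRET / Benchmarks: high control biotin, low control 0.6% DMSO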
HIF-2a inh – HIF-2a inhibition; 786-0 RCC cells HIF-2a reporter, luciferase luminescence, overnight; inhibition, % at 18.8 µM; actives 0.72% (n = 360,000);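 active = inhibition of the luminescence signal of 40% or more relative to plate controls, in a single-dose primary screen at 18.75 µM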
Peg3 prom inh – reduces Peg3 promoter-driven luciferase expression in HeLa | HeLa PEG-Prom luciferase reporter, luminescence, overnight | inhibition, % at 20 µM | actives 1.7% (n = 360,000);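 active = inhibition of at least 50% at 20 µM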
NR2E3 ag-2 – activates human NR2E3 receptor. Q9Y5X4. CHO-S Gal4-NCOR/VP16-NR2E3 two-hybrid, luciferase. inhibition of corepressor binding, % at 3.98 µM. actives 0.35% (n = 360,000). AID 602229;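 active = inhibition above the mean of all tested compounds plus 3 SD, cut at about 70% in these data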;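 also: 0% = DMSO with NR2E3 transfected cells and 100% = cells lacking NR2E3 construct; higher means lower luciferase signal from less NR2E3 corepressor binding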
iPSC survival up – enhancers of human iPSC single-cell survival; hiPSC single-cell survival, ATPlite luminescence; 100% = ROCK inhibitor wells, 0% = DMSO; survival enhancement, % at 20 µM; actives 0.044% (n = 360,000); AID 602274; in the data active = survival enhancement above about 18%;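 also: cells exposed to compounds for 16 hours before the ATP read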
KKLEB cytotox – CF airway cell cytotoxicity counter-screen; KKLEB CF airway cells viability, ATPlite luminescence, overnight; active compounds read low; cells stimulated with P. aeruginosa culture filtrate; AID 602141; actives 0.36% (n = 360,000); activity change (cytotoxicity), % at 5 µM;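 active = corrected activity change at or below -50% at 5 µM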
* hit, by the source's call; . = not tested or not shown.

The opening 2 compounds as a preview:
canonical_smiles	TWEAK Fn14 block	Shn3 3UTR inh	aDG glyco act	CF NFkB inh	MITF TRPM1 inh	NR2E3 ag-1	HIF-2a inh	Peg3 prom inh	NR2E3 ag-2	iPSC survival up	KKLEB cytotox
COc1ccccc1NC(=O)CCSc1ccc(C)cc1	-25	3	0.0	12	-6	-3	-57	-41	2	-1.0	-17
Cc1ccc(C)c(S(=O)(=O)Nc2cc(C)on2)c1	7	-5	-0.3	-11	1	1	8	2	3	-0.3	11

This part in full, previewed entries included:
canonical_smiles	TWEAK Fn14 block	Shn3 3UTR inh	aDG glyco act	CF NFkB inh	MITF TRPM1 inh	NR2E3 ag-1	HIF-2a inh	Peg3 prom inh	NR2E3 ag-2	iPSC survival up	KKLEB cytotox
COc1ccccc1NC(=O)CCSc1ccc(C)cc1	-25	3	0.0	12	-6	-3	-57	-41	2	-1.0	-17
Cc1ccc(C)c(S(=O)(=O)Nc2cc(C)on2)c1	7	-5	-0.3	-11	1	1	8	2	3	-0.3	11
COc1ccc(-c2nc(S(=O)(=O)c3ccccc3)c(N3CCCC3)o2)cc1	23	-14	-0.2	-12	.	.	-1	6	-16	-2.3	17
O=C1CN(S(=O)(=O)c2ccc(Cl)cc2C(F)(F)F)CCN1	15	-29	-0.2	11	-6	6	11	17	-36	0.6	3
CSc1nc2[nH]c3c(c2c2nnnn12)CCCC3	6	0	-0.4	-14	6	2	-78	-40	0	1.0	7
Cc1ccc(C(=O)/C=C/Nc2ccc([N+](=O)[O-])cc2Br)cc1	13	-85	0.1	-24	-85	-2	-213	-253	-99	-1.8	-7
Cc1noc(C)c1S(=O)(=O)N(CC(=O)O)c1ccc2c(c1)OCO2	-12	0	0.5	4	-7	0	-1	-6	-22	-2.6	1
CN(C)S(=O)(=O)c1cccc(C(=O)Nc2cccnc2)c1	-10	7	1.0	-2	8	3	16	9	-30	-2.9	12
Cc1cc(NC(=O)CSCC(=O)Nc2ccc(C)c(C)c2)no1	9	-1	-0.4	3	5	4	13	2	-4	-0.3	23
COc1ccc(CCNC(=O)c2ccc(COc3ccccc3OC)o2)cc1	-4	0	0.2	-4	6	-1	-30	-23	9	0.1	7
O=C1CSCN1c1ccc(Cl)cc1	1	-4	-0.4	0	5	2	20	-14	-2	-0.7	-1
Cc1cc(C(=O)CSc2n[nH]c(N)n2)c(C)n1C1CC1	-9	-11	0.1	-15	-5	-2	-5	10	-12	-1.2	1
O=C(c1ccc(-c2ccccc2)cc1)N1CCN(c2ccccc2)CC1	-19	-49	0.1	5	-64	5	-209	-148	-76	0.2	-3
Cc1ccc(CN2Cc3cccc4c3[C@@H](CC2=O)[C@H](O)[C@H](O)C4)cc1	9	11	0.0	-13	-8	-2	-4	5	-29	-3.6	4
CCc1ccc(C(O)c2ncc(-c3cccc(C)c3)[nH]2)cc1 (stereo not given)	18	9	0.2	16	.	.	-66	-43	-55	-1.2	-6
Cc1ccc(C2=CC(c3ccccc3)n3ncnc3N2)cc1 (stereo not given)	5	8	0.2	-21	-11	3	-22	-16	-12	0.1	17
Cc1ccc(C(=O)NNC(=O)Cc2csc(-c3csc(C)n3)n2)cc1	3	13	-0.1	2	5	0	10	14	-14	0.2	-4
Cc1ccccc1NC(=O)c1ccc([N+](=O)[O-])o1	8	14	2.1	30	6	0	7	13	-42	-2.0	-10
S=c1[nH]nc(-c2ccc3ccccc3n2)n1-c1ccccc1	-3	-36	0.1	-11	2	1	3	11	-20	-1.1	-2
COc1ccc(C2C(C#N)=C(N)Oc3n[nH]c(C)c32)cc1CN1CCN(c2ccc(F)cc2)CC1 (stereo not given)	-22	9	0.2	2	-1	1	17	19	-2	-2.2	-7
O=C1NC(=S)N/C1=C\c1ccc(Oc2ccc(C(F)(F)F)cc2[N+](=O)[O-])c(Cl)c1	6	11	-0.1	-38	-6	0	-46	-9	-21	0.0	20
Cc1ccc(-c2nnn(CC(=O)Nc3ccc(S(=O)(=O)N4CCC(C)CC4)cc3)n2)cc1	-8	73	-0.2	-6	12	0	2	63*	-3	-3.5	-8
COc1ccc(COCC(O)CN2CCOCC2)cc1OC (stereo not given)	-17	4	-0.3	-16	4	-2	8	5	-10	-3.9	4
CCOC(=O)c1c(NC(=O)C(=O)N/N=C/c2ccc(OCC)cc2)sc2c1CCCCC2	-15	13	0.1	3	-9	-2	18	-4	-39	1.0	-7
COc1ccc(CCNC(=O)[C@H](C)N2C(=O)N3CCc4c([nH]c5ccccc45)[C@@]3(C)C2=O)cc1	35	59	0.0	1	14	1	19	25	4	0.5	-5
COc1cccc(-c2nnc(N(C)C(=O)C3CCOC3)s2)c1 (stereo not given)	-11	-29	-0.2	0	-65	0	-142	-150	-44	-3.0	-1
Cc1ccc([N+](=O)[O-])cc1NC(=O)/C=C/C(=O)O	13	4	0.0	-19	-1	2	18	3	-19	-0.7	0
O=C(CSCCO)Nc1cccc(C(F)(F)F)c1	13	0	-0.2	12	-11	0	16	9	-8	1.8	4
O=C(C=C1CCN(c2ncc(C(F)(F)F)cc2Cl)CC1)NNC(=O)Nc1ccccc1	-1	8	0.1	8	0	1	-20	-4	7	-0.3	3
Cc1cccc(N2CC(C(=O)NC3CCCCCC3)CC2=O)c1C (stereo not given)	-7	14	-0.1	-9	-6	.	12	8	7	7.2	6
COc1ccc(C(=O)NC(=S)Nc2nc(C)c(C(=O)N(C)C)s2)cc1	-21	13	-0.1	-20	10	-2	-46	-6	-6	-0.1	0
CCOC(=O)c1[nH]c2ccc(Cl)cc2c1NC(=O)c1nonc1C	-6	-3	0.1	-26	19	1	5	-1	14	-1.3	-2
Cc1ccc(N2C(=O)C3CCCN3C2=S)cc1Cl (stereo not given)	1	-15	0.1	-9	10	-3	-12	-7	-29	-0.4	5
NC(=O)COC(=O)c1c2c(nc3ccccc13)CCCC2	-14	6	-0.2	1	18	-2	12	5	-15	0.0	3
COC(=O)[C@@H]1C[C@H]2CC[C@H](O)C[C@H]2N1Cc1ccccc1OS(=O)(=O)c1ccc(C)cc1	-9	-4	-0.2	19	-2	1	10	1	-24	-3.2	-3
CCN(CC)CCNC(=O)CN1C(=O)COc2ccc(S(=O)(=O)N3CCOCC3)cc21	8	-14	-0.1	-17	-6	-1	9	-11	10	-0.3	16
COC(=O)Cc1ccc(OC2(C)CCN(Cc3ccccc3OC(F)F)C2)cc1 (stereo not given)	8	8	0.2	29	.	.	7	-7	-15	3.6	-25
COc1ccccc1Cc1c(C(C)(C)C)nc2ccc(C)cn12	8	15	-0.1	-22	.	.	-102	-33	-40	2.9	0
Nc1c(C(=O)NCc2ccccc2)c2nc3ccccc3nc2n1-c1ccc2c(c1)OCO2	28	14	0.3	-9	3	1	-29	42	3	-1.2	-21
CSc1ccc(/C=C/C(=O)OCC(=O)N2CCc3ccccc32)cc1	8	3	0.0	-11	10	3	5	-9	0	-0.2	-11
CC1C(=O)N2CCCc3cc(S(=O)(=O)NCCc4ccccc4)cc1c32 (stereo not given)	-2	17	-0.3	4	0	3	8	12	20	0.1	-2
Cc1ccc(C(=O)OCC(=O)Nc2ccc(S(N)(=O)=O)cc2)c(O)c1	-11	4	0.0	-3	0	-2	11	-7	7	0.3	8
Nc1c(N(CCC2=CCCCC2)C(=O)C2CC2)c(=O)[nH]c(=O)n1Cc1ccccc1	8	-3	-0.2	4	-2	3	2	14	-2	0.2	-5
CC(C)CN(C(=O)COC(=O)C12CC3CC(CC(O)(C3)C1)C2)C1CCS(=O)(=O)C1 (stereo not given)	10	1	-0.2	9	1	-1	6	6	0	0.4	-2
O=C(c1ccc2c(c1)CCC2)N1CCN(Cc2c(F)cccc2Cl)CC1	14	-5	0.0	6	.	.	-2	8	-32	-0.4	-14
CC(C)C[C@H](NC(=O)c1nc[nH]c1C(=O)N1CCN(C(=O)OC(C)(C)C)CC1)C(=O)OCc1ccccc1	-61	8	-0.1	12	8	-4	3	11	-5	1.2	0
Cc1cc(NC(=O)CCCC(=O)NCc2cccs2)no1	-9	0	-0.1	2	0	0	22	1	-6	0.5	7
Cc1cc(-c2ccc(NS(=O)(=O)c3ccccc3)c(C)c2)ccc1NS(=O)(=O)c1ccccc1	-14	-14	0.2	18	7	.	15	10	9	-0.8	-7
CCOC(=O)c1cnc[nH]c1=O	-27	-8	-0.2	-29	-2	.	16	14	2	-0.7	10
CCOC(=O)C1CCN(c2cc3c(cc2NC(=O)c2ccccc2)n(C)c(=O)n3C)CC1	7	-9	-0.6	12	0	2	9	44	-18	-0.4	-13
COc1ccc(N(C)C2=NS(=O)(=O)c3ccccc32)cc1	10	10	0.3	16	31	0	19	22	-66	-2.8	-16
CC(C)C[C@@H](CNCC(=O)[C@H](Cc1c[nH]c2ccccc12)NC(=O)c1[nH]cnc1C(=O)N[C@@H](C)CN)NC(=O)c1nc[nH]c1C(=O)N[C@@H](CC(=O)O)C(=O)O	-5	0	-0.2	10	5	.	1	8	8	1.6	4
O=C(NCC(=O)N(c1cccnc1)C(C(=O)NC1CCCCC1)c1ccccc1F)c1ccco1 (stereo not given)	9	-10	0.0	-14	4	0	3	10	-6	0.2	4
Cc1occc1C(=O)N/N=C/C1=C(N2CCOCC2)C(=C\c2ccc(Cl)cc2Cl)/CC1	-35	-3	-0.1	-22	5	2	4	-4	-23	-0.4	12
CC(C)CS(=O)(=O)C1=NSC2=NC(=O)/C(=C\c3ccc(OC(=O)c4ccco4)cc3)C(=N)N21	-7	-33	-0.3	18	6	1	8	-4	11	1.4	-7
Cc1ccc(NC(=O)Nc2cc(C)on2)cc1	-19	-69	-0.1	6	-37	-1	-191	-213	-82	-0.1	-1
COc1ccc2c(C)cc(SCC(=O)NCC3CCCO3)nc2c1 (stereo not given)	-4	16	0.2	9	.	6	3	2	13	-2.1	-14
Cc1ccc(N(C(=O)c2ccco2)C(C(=O)NC2CCCC2)c2cccnc2)cc1 (stereo not given)	-12	-26	0.2	-1	-2	2	3	-12	-3	-0.1	4
O=C(Nc1nnc(COc2ccccc2)s1)C1CCN(S(=O)(=O)c2ccc(Cl)cc2)CC1	-38	8	-0.1	14	19	3	7	39	9	-0.2	-14
Cn1cccc1C(=O)OCC(=O)NCCc1ccc(S(N)(=O)=O)cc1	3	19	0.5	-3	9	.	16	-18	17	3.8	-6
Cc1c(/C=N/NC(=O)CNc2ccccc2)c2ccccn2c1C(=O)c1ccc(Cl)cc1	31	-17	0.0	37	2	0	19	19	-4	1.2	9
S=C(Nc1ccc(Cl)c(Cl)c1)NC1CCCCC1	63*	9	0.9	29	-31	-4	-227	-42	18	-0.7	-20

Screening data (PubChem BioAssay)
